# SF1 activator: activates the human nuclear receptor SF-1; AID 522; 1.9% of 65,000 active; CHO-K1 Gal4-SF-1 LBD luciferase reporter; % increase over DMSO SF-1-specific signal; activation, % at 10 µM; Q13285;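 active = activation above the mean activation of all tested compounds plus 3 SD, cut at about 50% in these data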
# Target sequence (Q13285 whole entry, looked up, the tested form may be a part): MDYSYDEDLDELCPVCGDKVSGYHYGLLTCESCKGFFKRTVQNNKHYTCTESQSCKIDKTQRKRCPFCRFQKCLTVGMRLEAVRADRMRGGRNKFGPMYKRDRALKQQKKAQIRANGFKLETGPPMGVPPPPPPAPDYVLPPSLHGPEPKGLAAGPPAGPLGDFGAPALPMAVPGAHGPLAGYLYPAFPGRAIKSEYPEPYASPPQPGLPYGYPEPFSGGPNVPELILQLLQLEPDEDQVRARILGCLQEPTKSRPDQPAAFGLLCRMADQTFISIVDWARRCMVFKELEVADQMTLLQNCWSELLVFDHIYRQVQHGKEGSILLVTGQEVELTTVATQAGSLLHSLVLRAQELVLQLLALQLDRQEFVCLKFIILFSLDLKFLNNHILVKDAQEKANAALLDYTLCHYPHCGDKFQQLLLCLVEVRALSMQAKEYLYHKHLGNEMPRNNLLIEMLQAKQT
#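 Material: CHO-K1 cells with Gal4–hSF-1 LBD chimera plus Gal4-driven luciferase / Input: 4,000 CHO-K1 cells per well / Incubation: compound exposure 20 h at 37 °C / Signal: luminescence read 15 min after SteadyLite luciferase reagent, after room-temperature equilibration / Read-out: percent activation versus DMSO / Benchmarks: DMSO negative control and −SF1 background wells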
# E coli RNAP: inhibitors of Escherichia coli RNA polymerase | P0A8V2 | E. coli RNA polymerase, fluorescence transcription assay | 0.2% of 62,000 active | inhibition, %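 (tested at 10 µM)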; in the data active = inhibition above about 20%;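 also: 0% = enzyme without compound and 100% = no enzyme blank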
# RORA act: RORA (human) activation; AID 560; CHO-K1 Gal4-RORA LBD luciferase reporter, luminescence; percent increase over mock-subtracted basal signal; P35398; activation, % at 10 µM; 1.5% of 65,000 active;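 active = activation above the mean of all tested compounds plus 3 SD, cut at about 49% in these data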;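 also: 0% = DMSO-treated RORA cells and 100% = added signal equal to DMSO minus mock-transfected cells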
# Ecoli tolC: E. coli tolC mutant growth inhibition; growth inhibition, % at 10 µM (by protocol); 2.2% of 65,000 active; AID 573; E. coli BW25113 tolC mutant growth, OD615;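 active = growth inhibition at or above a cutoff equal to the mean over every tested compound plus 3 SD, cut at about 60% in these data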;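 also: growth measured after 20 h incubation at 37 °C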
#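 System: E. coli ΔtolC::kan strain BW25113; Buffer or medium: LB broth supplemented with 50 µg/mL kanamycin; Compound: 10 µM final, single dose; Incubation: bacterial growth with compound for 20 h at 37 °C; Signal: A615 absorbance measurement; Evaluation: growth inhibition in percent.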
# TNAP act mid DEA: activators of human TNAP at intermediate phosphate acceptor; P05186; purified TNAP, CDP-star luminescence, 100 mM DEA, 30 min; active compounds read high; scale: 0 levamisole-inhibited, 1 vehicle-only enzyme; activation factor at 20 µM; 64,000 tested, under 10 active;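 active = activation factor of at least 2 at 20 µM, relative to controls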
# Fluor 339 460: intrinsic fluorescence of library compounds, ex339/em460 – biochemical, MLSMR library, data from DPM-DC assay, artefact control, profiling panel. compound autofluorescence, ex339/em460 nm, NADH buffer; active compounds read high; 1 = no-compound wells, NADH background. fluorescence fold increase at 10 µM. 5.5% of 65,000 active;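 active = at 10 µM, mean starting fluorescence two-fold or more over control wells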;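 also: signal is the first read of a kinetic run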
# NADH coupling: inhibitors of enzymes used to reach an NAD/NADH endpoint. coupled PK/LDH NADH assays, four targets. IC50, µM (top dose mostly 10 µM), inactives show top-dose inhibition. 0.02% of 65,000 active;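 active = single-dose screening hits from any of four coupled enzyme assays that gave an IC50 when retested across doses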;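 also: the DPM-DC format reads NADH fluorescence rather than 340 nm absorbance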
# M1 antagonist: M1 muscarinic receptor (rat) antagonism; P08482; CHO-M1 cells, Fluo-4 calcium, ACh EC80 antagonist mode; active compounds read low; B-score at 10 µM; 3.4% of 64,000 active; AID 628;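 active = calcium fluorescence response, raw or row-and-column corrected B-score, differing from the plate sample mean either way at a set confidence level, mostly lower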
# Target sequence (P08482 whole entry, looked up): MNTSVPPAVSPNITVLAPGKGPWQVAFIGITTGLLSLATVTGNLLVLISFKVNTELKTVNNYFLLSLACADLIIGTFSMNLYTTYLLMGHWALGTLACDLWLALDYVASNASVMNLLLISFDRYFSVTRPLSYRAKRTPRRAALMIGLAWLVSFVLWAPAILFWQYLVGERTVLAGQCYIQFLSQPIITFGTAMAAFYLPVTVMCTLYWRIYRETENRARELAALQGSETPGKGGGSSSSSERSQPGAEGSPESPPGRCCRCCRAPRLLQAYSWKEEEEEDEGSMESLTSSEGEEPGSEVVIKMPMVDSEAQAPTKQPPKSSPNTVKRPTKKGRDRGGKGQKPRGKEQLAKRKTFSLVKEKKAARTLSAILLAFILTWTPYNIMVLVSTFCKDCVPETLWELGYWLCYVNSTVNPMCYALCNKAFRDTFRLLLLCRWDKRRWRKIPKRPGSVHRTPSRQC
# M1 ag: agonists of M1 muscarinic receptor; CHO-M1 cells, Fluo-4 calcium fluorescence, agonist mode; active compounds read high; B-score at 10 µM; 3% of 64,000 active; AID 626;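 active = fluorescence rise, raw or as B-score row- and column-corrected plate score, outside the 99.7% band of its plate's samples, either direction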
# The depositor's hits bear a star; . = no result given; [ ] = another dose, or the depositor's remark.
smiles	Ecoli tolC	NADH coupling	E coli RNAP	M1 antagonist	Fluor 339 460	M1 ag	TNAP act mid DEA	SF1 activator	RORA act
CSC1=C(C#N)C(c2cccc(Br)c2)CC(=O)N1 (stereo not drawn)	4	5%	4	0.0072	1	0.8	0.9	-1	5
COc1cc(C2Nc3ccc4ncccc4c3C3=C2C(=O)CCC3)cc(OC)c1O (stereo not drawn)	-6	5%	5	0.4	1.1	-0.62	1	-11	-11
C/C(=C\C(=O)c1ccccc1)Nc1cccc(O)c1	5	1%	5	0.36	1.1	-0.057	0.9	17	-3
O=C(Nc1ccc2nn(-c3ccccc3)nc2c1)c1ccc2c(c1)OCCO2	27	5%[fluoresces]	7	0.84	2.2*	-0.95	0.9	12	22
CN(C(=O)c1cccc(C#N)c1)c1nnc(C2CCCO2)s1 (stereo not drawn)	-18	6%	12	-4.5*	1	-1.1	0.9	-10	-5
O=S(=O)(c1cccs1)N1CCC(Cc2ccccc2)CC1	30	0%	3	1.5	1.1	-1.1	1	-7	16
O=C(Nc1cccc(-c2nc3ncccc3o2)c1)c1cc2ccccc2o1	11	11%	.	-0.098	1.2	6*	.	1	4
Cc1[nH]c(=O)[nH]c(=O)c1S(=O)(=O)N1CCN(c2cccc(Cl)c2)CC1	-14	2%	2	0.19	1	0.58	0.9	-3	-18
COc1ccc(S(=O)(=O)N2CCCC(C(=O)N3CCOCC3)C2)cc1C (stereo not drawn)	-1	2%	9	0.34	1.1	0.1	0.9	-13	0
CCc1cccc(OCC(=O)Nc2ccc(S(=O)(=O)Nc3onc(C)c3C)cc2)c1	15	10%	9	0.57	1.1	0.39	0.9	-20	-1
CC(=O)c1cn(CC(=O)Nc2ccccc2)c2ccccc12	24	8%	-4	-0.24	1.1	-0.38	1	-3	-32
COCCCNC(=O)CCNS(=O)(=O)c1ccc(C)cc1	-10	6%	9	0.035	1.1	-0.23	0.9	4	3
C=CCc1ccccc1OCCn1ccnc1	8	8%	12	-1	1.1	0	0.8	-14	-27
CCn1cc(C(=O)NCc2cccnc2)c2cc(OC)c(OC)cc2c1=O	-12	2%	5	0.36	1.1	0.047	1.1	16	5
CCOC(=O)N1CCN(C(=O)C2CCN(S(=O)(=O)CC)CC2)CC1	-7	4%	2	-0.91	1.1	-0.17	1	8	22
COC(=O)CSc1nnc(-c2ccc(NS(=O)(=O)c3ccccc3)cc2)o1	27	13%	9	-0.38	1	-0.53	1	-7	-4
COc1ccc(Cl)cc1N1C(=O)C2CCCN2C1c1ccc(F)cc1 (stereo not drawn)	-5	4%	9	-0.45	1.1	-0.043	0.9	2	3
O=C(CCNC(=O)Cn1ccc2ccccc2c1=O)NCCN1CCc2ccccc2C1	-20	2%	8	0.11	1.1	0.0038	0.9	11	-17
O=C(O)c1cc(C(=O)O)c(-c2ccccc2)c(C(=O)O)c1	-14	3%	3	0.25	1.1	1.1	0.9	.	.
CCN(CC)CCCNC(=O)Cn1cc2c(n1)CCC(C)C2 (stereo not drawn)	-20	4%	2	-0.42	1.1	0.26	1	9	-11
CCOC(=O)C1C(C#N)=C(N)OC(C)=C1c1ccncc1 (stereo not drawn)	-6	8%	10	-1.1	1.1	-0.79	0.9	3	-10
CCOC(=O)Cc1csc(NC(=O)c2cnc3scc(C)n3c2=O)n1	-26	4%	3	0.039	1.2	-0.36	0.9	-8	-23
CCOC(=O)c1ccccc1NC(=O)CSc1ncc(C(=O)OCC)c(N)n1	-4	6%	.	0.023	1.1	-1.4	0.9	3	-13
COc1cc(OC)cc(-n2nc(C(=O)NCCCN3CCOCC3)c3ccccc3c2=O)c1	-10	0%	0	0.49	1.2	-0.28	0.9	9	-3
Cc1ccc(C(=O)CSc2n[nH]c(C)n2)cc1	-20	0%	4	-0.15	1.1	-0.22	1	6	17
COc1ccc(CCNC(=O)CSc2nc3c(c(=O)n(C)c(=O)n3C)n2C(C)C)cc1OC	-14	1%	11	1.7	1.1	0.35	0.8	8	7
c1ccc2c(c1)CC(N1CCCCC1)c1ccccc1N2 (stereo not drawn)	-8	2%	8	0.006	1.1	0.43	0.8	-9	-11
COC(=O)c1cc(OC)c(OC)cc1NC(=O)c1ccco1	20	9%	6	-0.67	0.74	0.92	0.9	-4	0
Cc1ccccc1-c1ccc(=O)n(CC(=O)Nc2ccc(N3CCOCC3)cc2)n1	22	7%	3	0.12	1.1	-0.66	0.9	19	17
Cc1ccc(-c2cnc(N)n2C)cc1C	6	4%	11	-1.9	1.1	0.51	0.9	3	-7
C/C(=N\O)C1(C)N(O)C(C)(C)C(c2ccco2)=[N+]1[O-] (stereo not drawn)	0	0%	7	-0.69	1.1	-0.11	0.9	-10	-1
Cn1cc(-c2nc3ccccc3[nH]2)c2ccccc21	38	1%[fluoresces]	8	-0.053	2.1*	-0.66	0.8	49	12
CCOc1ccc(NCC(=O)Nc2ccc(C)cc2C)cc1	-8	7%	11	-0.45	1.1	0.058	0.9	0	-1
O=C(c1ccccc1)c1nc2ccccc2[nH]c1=O	-19	7%	4	0.44	1.1	-0.017	0.9	4	8
CC(C)=C(NC(=O)c1ccccc1)C(=O)N1CCOCC1	-20	6%	11	0.99	1	0.46	1	13	-6
CCCc1[nH]nc2c1C(c1ccc(OC)c(Cn3nnc4ccccc43)c1)C(C#N)=C(N)O2 (stereo not drawn)	20	22%	7	-1.4	1.1	0.51	1.1	2	7
Cc1ccc(C)c(N(C)C(=O)COc2cc(=O)n(C)c3ccccc23)c1	17	2%	2	0.034	1.1	1	1	-6	6
CCOC(=O)C(NC(=O)CC)(Nc1cc(C)on1)C(F)(F)F (stereo not drawn)	-18	7%	12	1.5	1.1	0.4	1	1	-8
Cc1cc(N2CCOCC2)n2nc(C)c(-c3ccccc3)c2n1	-17	9%	6	-0.42	1.1	-0.3	0.9	16	10
O=C(NC1CCCCC1)C(c1ccncc1)N(CC1CCCO1)C(=O)C(F)(F)F (stereo not drawn)	-9	9%	4	-0.24	1.1	-1.3	0.9	-8	2
CC(NC(=O)C(CC(=O)OC(C)(C)C)NC(=O)OC(C)(C)C)C(N)=O (stereo not drawn)	-11	7%	10	1.4	1.1	-1.2	0.9	-26	-13
COc1ccccc1/C=C/CN1CCOCC1	-18	15%	7	0	1.1	-0.73	0.9	2	2
COc1ccc(OC)c(-c2cc(C(=O)N3CCc4ccccc4C3)no2)c1	69*	6%	7	1.4	1.7	-0.7	0.9	10	-8
Cc1cc(C)nc(N2CCC(C(=O)N3CCN(c4cc(Cl)ccc4C)CC3)CC2)n1	50	8%	11	-1.2	1.2	0.56	0.9	-8	9
O=C(CSc1nnc(-c2ccco2)n1-c1ccccc1)N1CCc2ccccc21	-7	8%	1	0.27	1.1	-0.17	0.9	3	8
COc1ccc(CN2C(=O)[C@@H]3C(c4ccc(F)cc4)=NO[C@@H]3C2=O)cc1	-23	4%	8	-0.23	1.1	-0.094	0.9	30	1
Cc1ccccc1Nc1nc(N)nc(COC(=O)C(NC(=O)c2ccco2)C(C)C)n1 (stereo not drawn)	5	5%	4	-0.00089	1	0.93	0.9	-11	0
CN=C1c2ccccc2CN1c1cccc(C(=O)OC)c1	7	0%	-6	-0.55	1.2	0.96	0.9	-4	20
COc1cc2ccc(=O)oc2c(O)c1OCC=C(C)C	-10	6%	8	0.025	1.3	0.51	0.9	-12	-32
CCc1cc2cccc(C)c2nc1SCC(=O)N1CCN(C(=O)c2ccco2)CC1	29	3%	-3	-0.11	1	2.5*	0.9	-14	-19
COc1ccc(N=CC2=C(O)CCCC2=O)cc1	-17	2%	-4	0.033	1	0.056	1	52*	15
O=C(Nc1cccnc1)c1cc(-c2ccc3c(c2)OCO3)on1	-14	6%	8	0.94	1.3	-0.53	0.9	-8	-22
Cc1ccc(CNC(=O)C2CCC(=O)N2C2CCCCC2)cc1 (stereo not drawn)	-20	9%	3	-0.22	1.1	0.56	1	-20	8
Cc1noc(/C=C/N(C)C)c1S(=O)(=O)N1CCCC(C(=O)NC2CCCCC2)C1 (stereo not drawn)	5	6%	-8	-2.3*	0.97	-0.86	0.9	9	21
Nc1ccc2oc(CCc3ccccc3)nc2c1	9	9%	9	0.1	1.2	-0.14	0.8	79*	144*
COc1ccc(Cn2c(CCCO)nc3ccccc32)cc1OC	4	1%	8	0.056	1	0.1	0.9	8	21
Brc1cnn(-c2nc(N3CCOCC3)nc(N3CCOCC3)n2)c1	-20	3%	3	-0.38	1.1	0.88	0.9	15	-29
Cc1nc(N)sc1-c1csc(Nc2ccccn2)n1	-6	0%	.	-1	1.1	-0.37	0.9	31	57*
Nc1nnc(Cc2c[nH]c3ccccc23)s1	-11	1%	8	0.028	1.2	-0.26	0.9	13	-8
COc1ccc(-c2cc(N3CCCC3)n3ncnc3n2)cc1	34	4%	4	-0.5	1.2	0.43	0.9	13	-1

# Remaining list, next part:
smiles	Ecoli tolC	NADH coupling	E coli RNAP	M1 antagonist	Fluor 339 460	M1 ag	TNAP act mid DEA	SF1 activator	RORA act
CC(C)Sc1oc(-c2ccco2)nc1S(=O)(=O)c1ccc(F)cc1	51	4%	10	-1.1	1.1	-0.011	1	-20	-20
CCCCC(=O)NC1(C(F)(F)F)C(=O)Nc2c1c(=O)[nH]c(=O)n2Cc1ccco1 (stereo not drawn)	-3	8%	6	-4.7*	1.1	-0.54	1	14	12
COc1cc(SC)ccc1C(=O)Nc1ccon1	-3	2%	-2	0.93*	1.1	0.31	0.9	28	27
Cc1c2c(nc3c(C(=O)NC4CCCC4)cnn13)CCCC2	11	12%[fluoresces]	6	0.29	4.9*	0.19	0.9	-9	-12
CCOC(=O)c1oc2ccccc2c1NC(=O)c1cccc(OC)c1OC	55	3%	0	-0.041	1.2	0.61	0.9	2	-3
COc1ccccc1CNC(=O)c1ccc(S(=O)(=O)N2CCCC2)cc1	3	5%	3	0.68	1.1	0.027	1	3	-6
COc1ccccc1-c1nnc(NC(C)=O)s1	14	4%	10	0.11	1.6	0.27	0.9	14	78*
COc1ccc(CNc2nc3c(c(=O)n(Cc4ccc(Cl)cc4)c(=O)n3C)n2C)cc1	23	2%	5	-0.24	1.1	1.7	1	25	11
O=C1CC(N2CCN(c3ccccc3Cl)CC2)C(=O)N1c1cccc(F)c1 (stereo not drawn)	9	2%	9	-1.7*	1.1	0.54	1	4	-28

# Five structures already listed, arranged by length of the SMILES, rising.
smiles	Ecoli tolC	NADH coupling	E coli RNAP	M1 antagonist	Fluor 339 460	M1 ag	TNAP act mid DEA	SF1 activator	RORA act
COc1cc(SC)ccc1C(=O)Nc1ccon1	-3	2%	-2	0.93*	1.1	0.31	0.9	28	27
COc1ccccc1CNC(=O)c1ccc(S(=O)(=O)N2CCCC2)cc1	3	5%	3	0.68	1.1	0.027	1	3	-6
O=C1CC(N2CCN(c3ccccc3Cl)CC2)C(=O)N1c1cccc(F)c1 (stereo not drawn)	9	2%	9	-1.7*	1.1	0.54	1	4	-28
COc1ccc(CNc2nc3c(c(=O)n(Cc4ccc(Cl)cc4)c(=O)n3C)n2C)cc1	23	2%	5	-0.24	1.1	1.7	1	25	11
CCCCC(=O)NC1(C(F)(F)F)C(=O)Nc2c1c(=O)[nH]c(=O)n2Cc1ccco1 (stereo not drawn)	-3	8%	6	-4.7*	1.1	-0.54	1	14	12

# Random draw from the library; about 15% have a hit in one of these screens.
